Bioassay records from PubChem BioAssay.
CatB mix inh – cathepsin B inhibitors from pooled compounds, primary screen, biochemical, compound mixtures, AMC fluorescence | P07858 | Purified cathepsin B, AMC dipeptide fluorescence | inhibition, %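 (ten-compound pools at 5 µM per compound and 50 µM total)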 | 0.06% of 62,000 active | AID 488, 2006; in the data active = inhibition above about 22%, passing the limit was not always enough;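 also: 0% = enzyme without compound and 100% = no enzyme blank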
CatB block – human cathepsin B inhibitors, primary screen, biochemical, fluorogenic substrate | 0.1% of 63,000 active | purified cathepsin B, fluorescence | inhibition, %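 (tested at 10 µM)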 | AID 453, 2006; in the data active = inhibition above about 21%;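 also: 0% = enzyme with no compound and 100% = no enzyme blank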
FXIIa inh mix – human factor XIIa inhibitors, primary screen, biochemical, pooled compound mixtures, fluorogenic substrate; inhibition, % at 5 µM; 0.2% of 62,000 active; AID 684, 2007; Coagulation factor XII (Homo sapiens), P00748; purified FXIIa;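 also: 0% = enzyme without compound and 100% = no enzyme blank; some results filed as inactive read as strong as hits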
AP complement – alternative complement pathway inhibitors, primary screen, biochemical, ELISA, human serum, orthogonally pooled compounds. LPS-coated ELISA, C3 deposition; tested in compound mixtures. inhibition, % at 5 µM. 0.08% of 62,000 active. AID 1235, 2008;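 active = inhibition above 30% in each of the two pooled mixtures holding the compound, so the lower value exceeds 30%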;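 also: 0% = serum in Mg-EGTA without compound and 100% = EDTA serum blank; some compounds past the cut are filed as inactive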
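Assay system: Human serum alternative complement pathway, C3 deposition on LPS-coated wells | Incubation: 1 h serum-compound exposure at 37 °C | Doses: 5 µM per compound in ten-compound mixtures | Read-out: Percent inhibition | Technique: ELISA with HRP anti-human C3 antibody, TMB substrate, absorbance 450 nm | Replication: Two pool placements per compound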
CatS inh – inhibitors of human cathepsin S, biochemical, compound mixtures | 0.06% of 62,000 active | P25774 | recombinant cathepsin S, AMC dipeptide fluorescence, pooled mixtures | inhibition, %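 (tested at 5 µM per compound within 10-compound mixtures)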 | AID 501, 2006; in the data active = inhibition above about 32%, passing the limit was not always enough;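 also: 0% = enzyme without compound and 100% = blank without enzyme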
Target sequence (P25774 115-331 limits assumed): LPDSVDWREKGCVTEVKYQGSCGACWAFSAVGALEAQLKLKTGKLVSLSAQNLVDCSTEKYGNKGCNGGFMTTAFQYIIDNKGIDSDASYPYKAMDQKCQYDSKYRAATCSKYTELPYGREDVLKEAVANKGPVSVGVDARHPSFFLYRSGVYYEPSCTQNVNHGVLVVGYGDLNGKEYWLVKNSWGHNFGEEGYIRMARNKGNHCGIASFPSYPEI
Cathepsin G inh – human cathepsin G inhibitors, primary screen, biochemical, pooled compound mixtures, AMC fluorescence | purified enzyme, AMC-tetrapeptide fluorescence | 0.2% of 62,000 active | AID 581, 2007 | inhibition, % at 5 µM (by protocol);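 active = inhibition above 20% in each of the two mixture wells holding the compound; inactive = inhibition of 20% or less in either well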;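 also: 0% = enzyme control without mixture and 100% = blank lacking enzyme; strong numbers were not always called active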
Target sequence (P08311 21-244 limits assumed): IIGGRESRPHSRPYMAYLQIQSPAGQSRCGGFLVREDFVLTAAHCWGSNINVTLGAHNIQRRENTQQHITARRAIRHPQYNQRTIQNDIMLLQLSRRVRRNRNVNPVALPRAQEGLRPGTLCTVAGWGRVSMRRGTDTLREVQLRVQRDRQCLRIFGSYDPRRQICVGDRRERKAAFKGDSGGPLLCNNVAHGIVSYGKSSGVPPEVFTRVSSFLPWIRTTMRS
CatL block – inhibitors of human cathepsin L, biochemical | purified cathepsin L, fluorogenic substrate, fluorescence | 0.17% of 58,000 active | Procathepsin L (Homo sapiens), P07711 | inhibition, %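 (tested at 10 µM)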 | AID 460, 2006; in the data active = inhibition above about 45%;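 also: 0% = enzyme with no compound and 100% = no enzyme blank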
C1s inh – complement C1s protease inhibitors, primary screen, biochemical, 10-compound mixtures. Complement C1s subcomponent (Homo sapiens), P09871. purified C1s, fluorogenic AMC substrate, pooled mixtures. mean inhibition % of two 10-compound mixtures (stronger effect = higher value), % at 5 µM (by protocol). 0.16% of 62,000 active;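 active = inhibition above 20% in each of the two 10-compound mixture wells holding the compound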;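 also: 0% = enzyme wells lacking compound mixture and 100% = no-enzyme blank wells; some compounds called inactive have numbers as strong as hits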
FXIa mix inh – FXIa protease inhibitors in compound pools, primary screen, biochemical, 10-compound mixtures; purified FXIa, fluorogenic substrate, pooled mixtures; 0.19% of 62,000 active; inhibition, % at 5 µM; Coagulation factor XI (Homo sapiens), P03951; AID 680, 2007;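 also: each value is inhibition by a whole ten-compound pool holding the compound; 0% = enzyme with no mixture and 100% = wells lacking enzyme; strong numbers were not always called active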
Target sequence (P03951 19-387 limits assumed): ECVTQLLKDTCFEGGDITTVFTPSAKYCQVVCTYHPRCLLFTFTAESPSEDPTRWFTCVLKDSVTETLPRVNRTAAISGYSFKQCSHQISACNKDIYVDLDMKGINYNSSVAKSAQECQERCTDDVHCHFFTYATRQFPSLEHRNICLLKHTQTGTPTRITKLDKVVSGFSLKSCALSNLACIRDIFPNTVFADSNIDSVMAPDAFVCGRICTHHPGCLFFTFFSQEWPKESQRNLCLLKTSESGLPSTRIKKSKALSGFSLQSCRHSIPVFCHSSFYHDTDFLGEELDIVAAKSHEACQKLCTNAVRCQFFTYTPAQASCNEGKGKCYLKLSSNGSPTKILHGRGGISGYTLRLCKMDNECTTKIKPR
Target sequence (P03951 388-625 limits assumed): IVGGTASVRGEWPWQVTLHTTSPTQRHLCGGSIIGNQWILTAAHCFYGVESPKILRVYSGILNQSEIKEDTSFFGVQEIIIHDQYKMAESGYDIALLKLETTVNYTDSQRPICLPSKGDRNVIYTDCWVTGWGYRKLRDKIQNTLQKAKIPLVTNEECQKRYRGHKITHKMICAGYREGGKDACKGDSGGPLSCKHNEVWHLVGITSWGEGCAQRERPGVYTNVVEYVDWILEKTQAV
* hit, by the source's call; x = no result given. Rule as the data show it, unless noted: active = inhibition above about 20% (passing the limit was not always enough); inactive = the rest. Not all compounds are listed; rates above refer to the full screens.

nr	CatB mix inh	CatB block	FXIIa inh mix	AP complement	CatS inh	Cathepsin G inh	CatL block	C1s inh	FXIa mix inh	SMILES
1	5	4	7	-1	8	-3	9	1	1	CC(C)N(C(=O)Cn1c(SCC(=O)N2CCN(c3ccccc3)CC2)nc2ccccc21)C(C)C
2	1	12	3	-5	7	0	15	-3	7	CCS(=O)(=O)N1CCN(c2ccccc2F)CC1
3	6	4	2	8	-6	56*	x	15	3	O=c1oc(-c2cccnc2)nc2ccccc12
4	3	0	-15	16	0	9	-8	14	9	COc1ccc(-n2c(Cc3cccn3C)nnc2SCC(=O)Nc2ccccc2OC)cc1
5	-2	-3	6	16	8	2	15	-8	5	Cc1cc(NC(=O)Nc2ccc(F)c(Cl)c2)no1
6	-1	4	-3	-1	-4	1	-69	-38	4	COc1ccccc1Oc1c(C)oc2c(CN3CCN(C)CC3)c(O)ccc2c1=O
7	-2	2	-15	-4	9	19	x	23	10	CCOC(=O)C1=C(C)NC(C)=C(C(=O)OCC)C1
8	0	4	6	-12	-5	6	10	11	7	CC1(C(=O)O)CCC(C(=O)N2CCOCC2)C1(C)C (centres undefined)
9	0	-4	-15	-12	8	2	20	-2	0	CCCS(=O)(=O)N1CCc2cc(OC)c(OC)cc2C1
10	4	3	9	5	-2	9	12	13	6	CC1CCCCN1CC(=O)NCc1ccc2c(c1)OCO2 (centres undefined)
11	4	3	7	4	-4	-3	-1	2	-3	CCOc1cc(NC(=O)c2ccccn2)c(OCC)cc1NC(=O)CC(C)C
12	5	9	3	19	2	8	9	5	1	Cc1ccc2cc(CCNS(=O)(=O)c3ccc(F)cc3)c(=O)[nH]c2c1
13	2	3	-1	3	-1	-3	2	-5	3	CCOC(=O)C1=C(N)N2C(=O)C(C)SC2=C(C(=O)OCC)C1c1ccccc1 (centres undefined)
14	-2	2	4	2	6	8	6	-6	3	COC(=O)C1=C(C)NC(C)=C(C(=O)OC)C1C(=O)OCCN1C(=O)c2ccccc2C1=O
15	1	4	8	0	17	10	-9	10	8	COc1ccc(Cc2nn3c(-c4ccccc4OC)nnc3s2)cc1
16	5	-5	-3	15	1	0	-1	-3	3	CCOc1ccccc1N1CCN(Cc2cccc(OC)c2O)CC1
17	3	-2	-1	12	-4	8	2	-6	2	CCn1c(=O)cc(SCC(=O)NCc2ccccn2)c2ccccc21
18	-6	-3	9	-3	7	-11	-156	-42	-2	CCCCn1c2nc3ccccc3nc2c2c(=O)n(CCC)cnc21
19	5	5	-1	6	17	9	9	9	5	CCOc1ccc(NC(=O)CCNc2c(N3CCCC3)c(=O)c2=O)cc1
20	7	8	-1	8	11	-1	3	-29	4	NC(=O)c1ccsc1NC(=O)C1CCCCC1
21	1	4	-6	7	-9	-5	-3	1	6	CS(=O)(=O)Cc1nc2ccccc2oc1=O
22	4	1	-2	-5	1	8	9	-2	5	CC(C)Oc1ccc(NC(N)=O)cc1
23	3	5	15	4	-1	7	10	0	8	CCC(c1nnnn1Cc1cccs1)N1CCN(C2CCCC2)CC1 (centres undefined)
24	5	-9	-20	14	-4	0	-1	-34	4	Cc1ccc(CNC(=O)C2CC(=O)N(C3CCCCCCC3)C2)cc1 (centres undefined)
25	2	2	1	5	-1	-5	-6	-10	4	Cc1ccc2cccc(OC(=O)c3ccc4c(c3)OCCO4)c2n1
26	5	4	-17	-2	9	-7	x	-13	8	COc1cc(S(=O)(=O)N2CCOCC2)c(OC)c(S(=O)(=O)N2CCOCC2)c1
27	7	3	9	22	3	13	-7	-19	4	N#Cc1c(-c2ccc(Cl)cc2Cl)nc2n(c1=O)CCS2
28	1	8	3	-1	-3	0	-3	-10	-2	CC(C)CC(NC(N)=O)C(=O)OCC(=O)NC(=O)NC1CCCC1 (centres undefined)
29	-3	-6	2	1	8	2	10	3	6	COc1ccc(OC)c(-c2cc(C(=O)Nc3c(C)n(C)n(-c4ccccc4)c3=O)no2)c1
30	5	2	3	10	14	11	24	13	8	O=C1C2C3C=CC(C3)C2C(=O)N1c1cccc2cccnc12 (centres undefined)
31	4	5	4	15	1	4	2	-10	7	CC(C)CN(C(=O)COC(=O)CCN1C(=O)c2ccccc2C1=O)C1CCS(=O)(=O)C1 (centres undefined)
32	5	-4	9	-2	16	1	-3	-1	4	CC(=O)Nc1cc(C(=O)c2ccccc2)ccc1N1CCOCC1
33	2	4	11	13	5	4	x	-10	-9	COc1cc(C2C3CN(C)CC=C3C(C#N)=C(N)C2(C#N)C#N)ccc1OC(C)C (centres undefined)
34	3	-2	2	27	-5	10	-6	14	6	CCC(C)NS(=O)(=O)c1cccs1 (centres undefined)
35	-2	1	-7	-1	0	-10	-3	-10	1	N#C/C=C\Oc1ccc(Cl)cc1N
36	3	3	2	-7	4	-2	4	3	0	Cc1ccc(-c2noc(-c3ccccc3C(=O)N3CCN(C)CC3)n2)cc1
37	4	-1	-12	0	6	10	22	23	5	Cc1ccccc1S(=O)(=O)Cc1ccc(C(=O)NCc2cccnc2)o1
38	31	-5	13	17	8	18	-11	16	27	Cc1nc(C)n(CC(O)COc2ccc3c(c2)CCC3)n1 (centres undefined)
39	-2	0	1	10	18	-2	11	-15	5	COC(=O)c1nc(-c2ccccc2)oc1N(C)C
40	-3	1	1	9	6	10	x	-3	3	COC(=O)c1ccccc1NC(=O)CSc1nc(NC(=O)c2ccccc2)c2c(C)c(C)oc2n1

Some of these compounds in order of molar mass, high to low:
nr	CatB mix inh	CatB block	FXIIa inh mix	AP complement	CatS inh	Cathepsin G inh	CatL block	C1s inh	FXIa mix inh	SMILES
40	-3	1	1	9	6	10	x	-3	3	COC(=O)c1ccccc1NC(=O)CSc1nc(NC(=O)c2ccccc2)c2c(C)c(C)oc2n1
31	4	5	4	15	1	4	2	-10	7	CC(C)CN(C(=O)COC(=O)CCN1C(=O)c2ccccc2C1=O)C1CCS(=O)(=O)C1 (centres undefined)
26	5	4	-17	-2	9	-7	x	-13	8	COc1cc(S(=O)(=O)N2CCOCC2)c(OC)c(S(=O)(=O)N2CCOCC2)c1
29	-3	-6	2	1	8	2	10	3	6	COc1ccc(OC)c(-c2cc(C(=O)Nc3c(C)n(C)n(-c4ccccc4)c3=O)no2)c1
33	2	4	11	13	5	4	x	-10	-9	COc1cc(C2C3CN(C)CC=C3C(C#N)=C(N)C2(C#N)C#N)ccc1OC(C)C (centres undefined)
36	3	3	2	-7	4	-2	4	3	0	Cc1ccc(-c2noc(-c3ccccc3C(=O)N3CCN(C)CC3)n2)cc1
23	3	5	15	4	-1	7	10	0	8	CCC(c1nnnn1Cc1cccs1)N1CCN(C2CCCC2)CC1 (centres undefined)
24	5	-9	-20	14	-4	0	-1	-34	4	Cc1ccc(CNC(=O)C2CC(=O)N(C3CCCCCCC3)C2)cc1 (centres undefined)
27	7	3	9	22	3	13	-7	-19	4	N#Cc1c(-c2ccc(Cl)cc2Cl)nc2n(c1=O)CCS2
25	2	2	1	5	-1	-5	-6	-10	4	Cc1ccc2cccc(OC(=O)c3ccc4c(c3)OCCO4)c2n1
30	5	2	3	10	14	11	24	13	8	O=C1C2C3C=CC(C3)C2C(=O)N1c1cccc2cccnc12 (centres undefined)
38	31	-5	13	17	8	18	-11	16	27	Cc1nc(C)n(CC(O)COc2ccc3c(c2)CCC3)n1 (centres undefined)
20	7	8	-1	8	11	-1	3	-29	4	NC(=O)c1ccsc1NC(=O)C1CCCCC1
39	-2	0	1	10	18	-2	11	-15	5	COC(=O)c1nc(-c2ccccc2)oc1N(C)C
21	1	4	-6	7	-9	-5	-3	1	6	CS(=O)(=O)Cc1nc2ccccc2oc1=O
34	3	-2	2	27	-5	10	-6	14	6	CCC(C)NS(=O)(=O)c1cccs1 (centres undefined)
35	-2	1	-7	-1	0	-10	-3	-10	1	N#C/C=C\Oc1ccc(Cl)cc1N
22	4	1	-2	-5	1	8	9	-2	5	CC(C)Oc1ccc(NC(N)=O)cc1

Returning to the listing; the 2 compounds before the break are reprinted first.
nr	CatB mix inh	CatB block	FXIIa inh mix	AP complement	CatS inh	Cathepsin G inh	CatL block	C1s inh	FXIa mix inh	SMILES
39	-2	0	1	10	18	-2	11	-15	5	COC(=O)c1nc(-c2ccccc2)oc1N(C)C
40	-3	1	1	9	6	10	x	-3	3	COC(=O)c1ccccc1NC(=O)CSc1nc(NC(=O)c2ccccc2)c2c(C)c(C)oc2n1
41	8	-2	1	21	5	13	-6	6	4	CC1(C)CC(=O)C2=C(C1)NC(=O)CC2c1cc2c(cc1Br)OCO2 (centres undefined)
42	3	7	-47	-18	10	-9	-2	-22	-7	O=C(O)C1Cc2c([nH]c3ccccc23)C(c2ccc3c(c2)OCO3)N1 (centres undefined)
43	-7	1	-4	8	0	9	4	2	2	COc1ccc(OC)c(-c2nc(C)sc2CC(=O)O)c1
44	8	-1	2	13	-1	10	-7	11	14	O=C(CN1C(=O)CCSc2ccccc21)Nc1ccc2c(c1)OCCO2
45	-4	-1	-17	3	-16	10	2	-38	5	Cc1cc(C(=O)CSc2nnc(Nc3ccccc3F)s2)c(C)n1CC1CCCO1 (centres undefined)
46	-2	-1	14	-5	6	-2	20	-5	-2	Cc1ccc(C(=O)CC2(O)C(=O)N(Cc3ccccc3Cl)c3ccccc32)o1 (centres undefined)
47	-1	0	-18	9	-9	-3	-2	-26	-2	CCOC(=O)C1CCN(c2c(N(C)Cc3ccco3)c(=O)c2=O)CC1
48	-6	-1	-2	12	-5	5	9	-35	-3	C=CCn1c(NCCO)nc2c1c(=O)n(C)c(=O)n2C
49	5	3	7	16	-2	10	3	4	3	COc1cc(C(=O)OCC(=O)N(C)Cc2ccccc2)cc(OC)c1OC
50	1	1	12	7	2	-5	1	2	2	COc1cccc(NC(=O)c2nc3ncccn3n2)c1
51	2	-1	-19	14	-2	12	-6	14	6	O=C(Cn1nnc2c(cnn2-c2ccc(F)cc2)c1=O)OC1CCCCC1
52	-2	-2	2	-27	4	-11	17	-40	0	CCOC(=O)c1csc(NC(=O)CSc2nnnn2-c2ccc(OCC)cc2)n1
53	3	1	-22	3	-3	12	3	19	7	Cc1ccc(C2=NCCNC2=O)c(C)c1
54	5	3	-1	-1	-1	10	5	9	3	COc1ccccc1Nc1nc(C2(C)CCC(=O)O2)cs1 (centres undefined)
55	-1	2	11	7	-5	5	2	5	3	CCOC(=O)c1c(NC(=O)CSc2nnnn2C)sc(C)c1C
56	2	2	8	11	11	8	20	0	3	Cc1c(C(=O)N2CCc3ccccc32)oc2c1C(=O)CC(C)(C)C2
57	1	4	-6	5	3	7	20	4	-1	O=C(c1ccco1)N1c2ccccc2Sc2ccccc21
58	-1	5	2	-2	19	-3	18	-16	7	O=C(Nc1cccnc1)c1scc2c1OCCO2
59	4	-5	-2	6	-3	1	-3	3	10	N#C/C(C(N)=O)=c1/ccc2c(c1)N1C3=C(CCCC3)CC3CCCCC31N=2 (centres undefined)
60	2	5	1	-12	15	-6	12	-15	27	CCOC(=O)c1sc2ncnc(N3CCN(C(=O)OCC)CC3)c2c1C
61	5	7	4	7	6	8	7	17	2	CN1CCN(Cc2c(O)ccc3c2oc(=O)c2ccccc23)CC1
62	-8	0	2	-8	27	16	13	11	7	CCOC(=O)[C@H](CCc1ccccc1)N[C@@H](C)C(=O)N1CCC[C@H]1C(=O)O
63	7	1	4	8	-10	13	1	14	5	CCc1ccc(NC(=O)c2cccnc2)cc1
